# High-throughput results deposited in PubChem by Broad Institute.
# PglD DTNB: inhibitors of Campylobacter jejuni PglD acetyltransferase; purified PglD enzyme, DTNB colorimetric CoA detection; inhibition, % at 12.5 µM; hit rate 0.098% among 360,000; in the data active = inhibition above about 16%, passing the limit was not always enough; inconclusive = no clear call, values can overlap the other calls; note: strong numbers were not always called active
# S100A4 inh HTS: blocks human S100A4 binding to myosin IIA peptide. S100A4/TAMRA-MyoIIA peptide fluorescence polarization. inhibition, % at 10.7 µM. hit rate 0.14% among 360,000;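 active = mean inhibition of at least 70% across replicates, with every replicate also reaching that level; inconclusive = mean inhibition reaches 70% but some replicates fall short; inactive = mean inhibition below 70%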
# Target sequence (P26447 whole entry, looked up): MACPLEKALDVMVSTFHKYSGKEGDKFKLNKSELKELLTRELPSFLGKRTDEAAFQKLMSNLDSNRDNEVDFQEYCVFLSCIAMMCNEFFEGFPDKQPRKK
#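 Compound dosing: one dose per compound; test system: human S100A4 monomer with TAMRA-labelled myosin IIA peptide; probe or stimulus: TAMRA-labelled myosin IIA heavy-chain peptide probe, 5 nM; medium: HEPES buffer with Ca2+, pH 7.2; schedule: 5 min incubation before reading; benchmarks: neutral control DMSO, positive control TFP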
# SIRT5 inh: inhibitors of human sirtuin-5 desuccinylase | Q9NXA8 | Purified SirT5, succinyl-peptide AMC, trypsin-coupled fluorescence | inhibition, % at 15 µM | hit rate 1.1% among 330,000 | AID 652115; in the data active = inhibition above about 15%; inconclusive = no clear call, values can overlap the other calls
# Target sequence (Q9NXA8 whole entry, looked up): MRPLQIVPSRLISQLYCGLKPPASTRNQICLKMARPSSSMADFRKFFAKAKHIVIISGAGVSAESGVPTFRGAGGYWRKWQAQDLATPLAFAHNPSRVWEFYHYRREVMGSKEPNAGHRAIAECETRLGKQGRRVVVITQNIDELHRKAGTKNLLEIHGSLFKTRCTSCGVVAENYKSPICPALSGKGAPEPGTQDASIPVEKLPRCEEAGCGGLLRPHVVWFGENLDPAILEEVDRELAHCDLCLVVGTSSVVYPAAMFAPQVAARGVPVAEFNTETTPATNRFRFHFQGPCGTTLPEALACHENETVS
# Statin myotox sup: suppression of simvastatin myotoxicity; C2C12 myotubes + simvastatin, ATP luminescence, 48 h; scaled: DMSO 0, geranylgeraniol control 100; rescue of ATP level, % at 7.49 µM; hit rate 0.78% among 330,000;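 active = mean ATP rescue above about 67%, or every replicate alone reaching that limit, limit read from the data, passing the limit was not always enough; inconclusive = no clear call, values can overlap the other calls; inactive = mean under the limit and some replicate under it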;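 note: myotubes were challenged with 10 µM simvastatin during compound exposure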
# DENV2 CPE: DENV2-induced cell death inhibition | DENV2-infected cells, cytopathic effect rescue, plate reader | CPE inhibition, % at 9.99 µM | hit rate 1.7% among 350,000 | AID 651640; in the data active = CPE inhibition above about 20%, passing the limit was not always enough; inconclusive = no clear call, values can overlap the other calls; tested in BHK-21 cells;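 note: 0% = median of neutral control wells and 100% = median of positive control wells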
# ERp5 block: ERp5 (human) disulfide isomerase inhibition. inhibition, % at 9.99 µM. hit rate 0.05% among 350,000. AID 651711. ERp5 insulin aggregation, absorbance 650 nm, 90 min. Q15084;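 active = mean replicate inhibition above about 25%, with every replicate also reaching it, limit read from the data, passing the limit was not always enough; inconclusive = only one of those two criteria met; inactive = neither criterion met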
# Target sequence (Q15084 whole entry, looked up): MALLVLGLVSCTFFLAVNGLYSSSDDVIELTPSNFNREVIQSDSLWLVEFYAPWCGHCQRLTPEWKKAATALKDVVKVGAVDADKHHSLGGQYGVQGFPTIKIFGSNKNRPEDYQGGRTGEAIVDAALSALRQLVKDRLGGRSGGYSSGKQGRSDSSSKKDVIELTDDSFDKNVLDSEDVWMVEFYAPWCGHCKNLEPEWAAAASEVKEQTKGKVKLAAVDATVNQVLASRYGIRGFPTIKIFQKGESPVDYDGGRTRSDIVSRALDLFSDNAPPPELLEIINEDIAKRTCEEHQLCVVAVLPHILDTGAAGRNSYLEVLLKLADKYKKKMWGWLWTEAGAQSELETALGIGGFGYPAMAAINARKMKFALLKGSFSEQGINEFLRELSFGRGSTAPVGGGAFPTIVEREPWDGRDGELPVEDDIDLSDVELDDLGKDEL
# E-sel inducer: induces E-selectin expression in human endothelial cells; HUVEC E-selectin immunofluorescence imaging; normalized: neutral wells 0, TNF-alpha wells 100; hit rate 0.37% among 260,000; activation, % at 7.58 µM; P16581;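 active = mean E-selectin-positive cell signal at least 10% of the positive control, reached in at least 60% of replicates, without over 20% cell loss; inconclusive = no rule given, readout overlaps actives, possibly toxicity-flagged; inactive = the rest, including those meeting only one limit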;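 note: in these data hits start at about 27%; measured in HUVEC primary endothelial cells; signal is the percent of cells scored E-selectin positive by PE staining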
#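 System: HUVEC, human umbilical vein endothelial cells; quantity: 3,000 cells/well; buffer or medium: EGM-2 medium, gelatin-coated wells; dosing: single-point compound dose; detection: immunofluorescence imaging; evaluation: % PE-positive cells; benchmarks: TNF-alpha, DMSO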
# * marks the source's active call; other numbers are inactive results; u = inconclusive; x = not tested or not shown. The list is partial (hit frequency here may not be typical).
# The first two entries as a preview:
cpd	structure	PglD DTNB	S100A4 inh HTS	SIRT5 inh	Statin myotox sup	DENV2 CPE	ERp5 block	E-sel inducer
1	CC[C@H]1c2ccccc2[C@@H]2CC[C@H]1N2c1ccccc1	x	-4	x	x	-3	2	-0.1
2	CC/C(=N\NC(=S)Nc1ccccc1)c1c(O)[nH]c(=O)[nH]c1=O	9	3	1	x	-6	4	3.8

# Results, from the first entry:
cpd	structure	PglD DTNB	S100A4 inh HTS	SIRT5 inh	Statin myotox sup	DENV2 CPE	ERp5 block	E-sel inducer
1	CC[C@H]1c2ccccc2[C@@H]2CC[C@H]1N2c1ccccc1	x	-4	x	x	-3	2	-0.1
2	CC/C(=N\NC(=S)Nc1ccccc1)c1c(O)[nH]c(=O)[nH]c1=O	9	3	1	x	-6	4	3.8
3	CN1Cc2cnnn2-c2ccccc2C1C#N (stereo not given)	1	-3	2	4	-1	0	-0.2
4	Cc1cc(OC(C)C(=O)NCc2cccnc2)c2c3c(c(=O)oc2c1)CCC3 (stereo not given)	-4	-4	-4	-7	4	7	x
5	C[N+]1(C)C2CCC1CC(OC(=O)c1ccco1)C2 (stereo not given)	3	21	-2	5	-6	13	x
6	C[C@]12CC[C@H]3[C@@H](CC[C@]4(O)C[C@@H](O)CC[C@]34C=O)[C@@]1(O)CC[C@@H]2C1=CC(=O)OC1	-5	1	-2	1	6	2	-0.4
7	COC(=O)C1=C(c2cccc(C#N)c2)C[C@@H]2CC[C@H]1N2C(=O)NCc1ccc(F)cc1	-1	-3	-7	1	-3	3	-0.1
8	O=c1[nH]c(O)c(N=Nc2ccc([N+](=O)[O-])cc2)c(=O)[nH]1	x	1	4	x	3	2	5.6
9	Cc1ccsc1C(=O)C1CCCN(Cc2ccc(-n3cccn3)cc2)C1 (stereo not given)	x	2	-2	x	1	-7	x
10	COC(=O)C1=C(c2ccc(Cl)c(C(F)(F)F)c2)C[C@@H]2CC[C@H]1N2C(=O)NCc1ccc2c(c1)OCO2	0	1	x	-8	-12	-3	-0.1
11	CN1C(=O)N(C)C(=O)C2(Cc3cc([N+](=O)[O-])ccc3N(C)C2)C1=O	-4	3	-5	-1	x	1	-1.7
12	CN1C2CCC1C(C(=O)O)C(OC(=O)c1ccccc1)C2 (stereo not given)	-4	0	x	1	12	-1	x
13	Cn1c(O)c(C=NC2CCCCC2)c(=O)[nH]c1=S	x	1	-3	x	-4	3	x
14	COC(=O)C1=C(C)OC(N)=C(C#N)C12C(=O)Nc1ccccc12 (stereo not given)	-1	-7	-2	8	1	3	x
15	C#CC1(OC(=O)c2ccccc2)CC(C)N(C)CC1C (stereo not given)	-7	1	0	-1	-4	-1	x
16	COCCNC(=O)c1ccc(N2CC3CC(C2)c2cccc(=O)n2C3)c([N+](=O)[O-])c1 (stereo not given)	1	-1	0	-1	0	2	0.4
17	Cc1ccc2c(c1)C(c1ccccc1)=NCC(=O)N2	9	10	0	-10	7	-2	0.0
18	CC(C)CCOP(N)(=O)Oc1ccccc1 (stereo not given)	-1	-4	x	-9	-8	-2	x
19	CCC(=NCCCn1ccnc1)c1c(O)n(-c2ccc(OC)cc2)c(=O)[nH]c1=O	x	0	0	x	4	7	x
20	Cc1cc(/C=C2\C(=O)NC(=O)N(c3ccc(Br)cc3)C2=O)c(C)n1C	-14	10	2	4	-2	4	x
21	NCC(=O)c1ccccc1	1	-2	-3	-1	-8	-2	0.7
22	COc1ccc2c3c([nH]c2c1)C(C)NCC3 (stereo not given)	-3	-36	x	2	4	-2	x
23	O=C1NC(=O)C2(Cc3ccccc3N3CCOCC32)C(=O)N1c1ccccc1 (stereo not given)	4	-6	2	-8	-1	4	x
24	C=C1CC[C@@]2(O)[C@H]3Cc4ccc(O)c5c4[C@@]2(CCN3CC2CC2)[C@H]1O5	-7	-7	x	4	x	x	x
25	COc1ccc2[nH]c(C)c(CCNCc3cccnc3)c2c1	-3	57	-3	-2	4	-3	x
26	CC(=NCc1cccnc1)c1c(O)n(-c2ccc(Cl)cc2)c(=O)[nH]c1=O	x	-9	0	x	-2	-3	-0.1
27	Cc1c(O)ccc(C(=O)CN2CC(C)OC(C)C2)c1O (stereo not given)	5	-5	2	8	u	13	x
28	Cc1ccccc1-n1c(C)cc(/C=C2/C(=O)NC(=O)N(Cc3ccco3)C2=O)c1C	2	-27	-4	21	0	1	1.8
29	COc1ccc(C(CNC(=O)CCc2ccsc2)N(C)C)cc1 (stereo not given)	-2	-19	-7	-2	6	3	x
30	CC(C)CCNC(=O)c1cc(C(=O)c2cc(F)ccc2O)cn(CCC(C)C)c1=O	x	-2	-4	-22	19	0	x
31	CCCCn1nnnc1C(C1CC1)N1CCC(n2c(=O)[nH]c3ccccc32)CC1 (stereo not given)	-1	-1	1	-3	-4	0	x
32	CCCCCc1nc2ccccc2c(=O)n1-c1ccc(Cl)cc1[N+](=O)[O-]	x	10	-1	x	2	-6	x
33	N#CC1c2ccccc2-n2nncc2CN1C(=O)CCc1ccccc1 (stereo not given)	-255	9	-2	-2	-1	2	0.5
34	Nc1cnn(-c2ccccc2)c(=O)c1Cl	2	-5	3	-6	30*	2	x
35	CN(C)c1ccc(C=C2C(=O)NC(=O)NC2=O)cc1	0	10	1	-2	-1	3	x
36	CC(C)[C@H]1C(=O)O[C@@H]2CCN3CC=C(COC(=O)[C@](C)(O)[C@]1(C)O)[C@H]23	-1	2	-2	-16	0	4	-0.2
37	O=C(c1ccc(C(F)(F)F)cc1)C1CCCN(C2CCSCC2)C1 (stereo not given)	5	-8	-2	10	9	7	0.2
38	CSCCC(c1nnnn1C(C)(C)C)N1CCC2(CC1)C(=O)NCN2c1ccccc1 (stereo not given)	-2	-3	-4	1	u	-1	-1.4
39	CCC1(c2ccccc2)C(=O)NC(=S)NC1=O	x	-7	2	x	-2	-7	-0.5
40	COc1ccc(C(=O)N/N=C/C23CC[C@@H](O)CC2(O)CC[C@@H]2[C@@H]3CCC3(C)C(C4=CC(=O)OC4)CCC23O)cc1 (stereo not given in full)	x	-6	-3	2	-5	2	0.1
41	O=C1NCN(c2ccccc2)C12CCN(C(c1cccc3ccccc13)c1nnnn1C1CCCC1)CC2 (stereo not given)	-4	15	4	13	-13	5	-0.2
42	CCS(=O)(=O)Nc1cccc(C(=C2CCCCC2)c2cnc[nH]2)c1	1	5	-4	-5	-8	6	1.4
43	COc1ccc(-n2nc(C(=O)NCC(=O)N3CCC4(CC3)OCCO4)c3ccccc3c2=O)cc1	-5	4	1	2	u	0	1.4
44	COC(=O)C1=C(c2ccc(OC(F)(F)F)cc2)C[C@@H]2CC[C@H]1N2C(=O)NCc1ccco1	x	-6	-2	x	13	0	0.4
45	COc1ccc(C#Cc2ccc([C@@H]3[C@@H](CO)N4CCCCN(C(=O)Cc5cccnc5)C[C@@H]34)cc2)cc1	3	-20	5	x	-3	-1	-0.2
46	COC(=O)C1=C(c2ccc(OC(F)(F)F)cc2)C[C@@H]2CC[C@H]1N2C(=O)NCc1cc(C)oc1C(F)(F)F	0	-2	x	-18	-8	3	0.1
47	COC(=O)[C@H]1[C@H](CO)[C@H]2Cn3c(ccc(C4=CCCCC4)c3=O)[C@@H]1N2Cc1cccnc1	3	5	-17	6	-12	3	-0.4
48	CN(C)C(=O)Oc1ccc2nnc3ccnn3c2c1	-3	0	-1	5	8	0	0.0
49	Clc1ccccc1CN1CCNCC1	22*	0	-2	2	4	0	0.0
50	COc1cc(CC(=O)N2C[C@H]3C[C@@H](C2)c2cccc(=O)n2C3)cc(OC)c1OC	1	-6	x	-7	-2	-3	x

# Down the list, from the results shown.
# PglD DTNB, compounds 35 to 41 → 0, -1, 5, -2, x, x, -4
# S100A4 inh HTS, compounds 35 to 41 → 10, 2, -8, -3, -7, -6, 15
# Statin myotox sup, compounds 35 to 41 → -2, -16, 10, 1, x, 2, 13

# Next part.
cpd	structure	PglD DTNB	S100A4 inh HTS	SIRT5 inh	Statin myotox sup	DENV2 CPE	ERp5 block	E-sel inducer
51	COc1ccc(OC(=O)N(C)C[C@@H]2OCc3ccccc3-c3c(n(C)c4ccccc34)C(=O)N([C@H](C)CO)C[C@@H]2C)cc1	-7	-2	x	-5	-3	-3	-0.1
52	O=C1NCN(c2ccccc2)C12CCN(C(c1ccnc3ccccc13)c1nnnn1Cc1ccccc1)CC2 (stereo not given)	-3	4	3	4	-10	7	0.5
53	CCCCCC(=O)N[C@@H](c1ccccc1)[C@@H](O)C(=O)O[C@H]1C[C@@]2(O)[C@@H](OC(=O)c3ccccc3)C3[C@](C)(C(=O)[C@H](O)C(=C1C)C2(C)C)[C@@H](OC1OCC(O)C(O)C1O)C[C@H]1OC[C@@]31OC(C)=O (stereo not given in full)	1	-5	x	-11	3	3	x
54	O=c1[nH]c2ccccc2n1C1CCN(C(c2cccs2)c2nnnn2-c2ccc3c(c2)OCCO3)CC1 (stereo not given)	-1	-9	-3	-4	7	1	1.4
55	Nc1ccc(Cl)cc1	x	-6	x	x	-13	-1	x
56	CN1C(=O)C[N+]([O-])=C(c2ccccc2)c2cc(Cl)ccc21	-9	-1	-4	-1	-2	5	-0.1
57	O=P(Nc1cccc(Cl)c1)(Oc1ccccc1)Oc1ccccc1	-2	6	-1	15	2	-5	-0.1
58	CCN1C[C@]2(COC(=O)c3ccccc3N)CC[C@H](OC)C34[C@@H]5C[C@H]6[C@H](OC)[C@@H]5[C@](O)(C[C@@H]6OC)[C@@](O)([C@H]13)[C@@H](OC)[C@@H]42	0	-3	-12	12	8	2	0.0
59	NCc1cc(=O)[nH]o1	5	-4	5	8	u	0	0.0
60	COC(=O)C1=C(c2ccccc2)C[C@@H]2CC[C@H]1N2C(=O)NCCCOC(C)C	-4	-1	x	-8	-2	-7	-0.2
61	COC(=O)[C@@H]1[C@@H](CO)[C@@H]2Cn3c(ccc(-c4ccncc4)c3=O)[C@H]1N2CCc1ccccc1	-1	5	4	-14	107*	-2	0.2
62	Cc1cc(N2C(=O)C3CCCN3C2c2ccc(Cl)c(Cl)c2)no1 (stereo not given)	3	x	x	0	x	x	0.2
63	C#CC[N+]1(C)[C@@H]2CC[C@H]1CC(OC(=O)C(CO)c1ccccc1)C2 (stereo not given in full)	7	0	-4	4	-4	1	x
64	O=[N+]([O-])c1ccc(-[n+]2c(-c3ccccc3)cc(-c3ccccc3)cc2-c2ccccc2)cc1	4	-8	1	-247	4	0	0.0
65	CC1=CC2OC3CC4OC(=O)C=CC=CC(C(C)O)OCC(O)C5(C)OC5C(=O)OCC2(CC1O)C4(C)C31CO1 (stereo not given)	x	3	x	x	-8	2	-1.2

# For reference, part of the list above:
cpd	structure	PglD DTNB	S100A4 inh HTS	SIRT5 inh	Statin myotox sup	DENV2 CPE	ERp5 block	E-sel inducer
51	COc1ccc(OC(=O)N(C)C[C@@H]2OCc3ccccc3-c3c(n(C)c4ccccc34)C(=O)N([C@H](C)CO)C[C@@H]2C)cc1	-7	-2	x	-5	-3	-3	-0.1
52	O=C1NCN(c2ccccc2)C12CCN(C(c1ccnc3ccccc13)c1nnnn1Cc1ccccc1)CC2 (stereo not given)	-3	4	3	4	-10	7	0.5
53	CCCCCC(=O)N[C@@H](c1ccccc1)[C@@H](O)C(=O)O[C@H]1C[C@@]2(O)[C@@H](OC(=O)c3ccccc3)C3[C@](C)(C(=O)[C@H](O)C(=C1C)C2(C)C)[C@@H](OC1OCC(O)C(O)C1O)C[C@H]1OC[C@@]31OC(C)=O (stereo not given in full)	1	-5	x	-11	3	3	x
54	O=c1[nH]c2ccccc2n1C1CCN(C(c2cccs2)c2nnnn2-c2ccc3c(c2)OCCO3)CC1 (stereo not given)	-1	-9	-3	-4	7	1	1.4
